High-throughput results from PubChem BioAssay.
NRP1-CendR mod: alters CendR peptide binding to human NRP-1; FAM-RPARPAR peptide binding to NRP-1, fluorescence polarization; inhibition, % at 25 µM; 360,000 compounds, 0.85% hits;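 active means inhibition or corrected inhibition above about 18%, plus a signal ratio from 0.5 to 1.5, limit read from the data, passing the limit was not always enough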; further: strong numbers were not always called active
DNMT1 block: DNMT1 (human) enzyme inhibition; P26358; DNMT1 molecular beacon, Hinp1I cleavage, fluorescence; 360,000 compounds, 0.83% hits; inhibition (reported as % activation of signal), % at 10 µM; in the data active means inhibition above about 50%
Neddylation inh: cullin neddylation inhibition | TR-FRET cullin neddylation, biochemical | calls only at 25 µM | 360,000 compounds, 0.58% hits | AID 651699; in the data active means inhibition above about 36%
SKN-1 inh: blocks SKN-1 activity in C. elegans. C. elegans VP596 Pgst-4::GFP/RFP ratio, acrylamide-induced, 24 h. inhibition, % at 21.8 µM. 360,000 compounds, 0.49% hits. AID 624304;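 active means interference check ratio from 0.5 to 1.5 plus GFP to RFP signal ratio inhibition reaching or exceeding a fixed threshold, cut at about 30% in these data, passing the limit was not always enough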; further: some compounds called inactive have numbers as strong as hits
Scp-1 inhibitor: Scp-1 (human) phosphatase inhibition. inhibition, % at 20 µM. Recombinant Scp1, phosphopeptide, malachite green phosphate absorbance. 340,000 compounds, 0.88% hits. Q9GZU7;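 active means inhibition above about 50% at 20 µM, limit read from the data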;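 further: plate controls were DMSO wells with enzyme for no effect and wells lacking enzyme for full effect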
Target sequence (Q9GZU7 76-261 limits assumed): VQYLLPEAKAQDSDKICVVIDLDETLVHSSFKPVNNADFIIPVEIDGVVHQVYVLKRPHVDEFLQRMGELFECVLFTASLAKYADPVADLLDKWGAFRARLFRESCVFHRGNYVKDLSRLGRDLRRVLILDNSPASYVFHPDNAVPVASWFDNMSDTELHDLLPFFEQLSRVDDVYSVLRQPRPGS
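Incubation: 45 min enzyme reaction at room temperature / System: truncated SCP-1 phosphatase (76-261aa) / Reagent: Phospho 17-mer peptide substrate / Buffer or medium: Acidic Tris acetate buffer with magnesium and detergent / Signal: absorbance at 630 nm / Doses: one concentration, 20 µM, with 1.0% DMSO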
LMPTP block: blocks human LMPTP phosphatase; 360,000 compounds, 0.22% hits; AID 651560; recombinant LMPTP-A, OMFP fluorogenic substrate, fluorescence intensity; inhibition, % at 20 µM;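 active means compounds that cut the enzyme signal by at least half of the control window in the single-dose screen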;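 further: plate controls were DMSO wells with enzyme plus substrate for no effect and substrate without enzyme for full effect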
Target sequence (P24666 whole entry, looked up): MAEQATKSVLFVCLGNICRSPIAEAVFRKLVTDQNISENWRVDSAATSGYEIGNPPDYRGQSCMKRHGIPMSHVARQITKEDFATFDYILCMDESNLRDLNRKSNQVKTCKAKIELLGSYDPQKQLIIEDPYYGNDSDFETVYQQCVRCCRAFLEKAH
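Assay system: LMPTP-A phosphatase enzyme | Input: 0.625 nM enzyme | Also added: Fluorogenic phosphatase substrate OMFP at 400 µM final | Compound dosing: One test concentration per compound, 20 µM, with 3% DMSO overall | Schedule: 50 min enzyme reaction at room temperature, protected from light | Signal: Fluorescence intensity | Benchmarks: no-enzyme and uninhibited controls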
NadD block: blocks S. aureus nicotinate mononucleotide adenylyltransferase. purified NadD enzyme, colorimetric absorbance read-out. inhibition, % at 20 µM. 360,000 compounds, 0.78% hits. AID 602399; in the data active means inhibition above about 26%; further: some compounds past the cut are filed as inactive
Tb MetRS inh: blocks T. brucei methionyl-tRNA synthetase activity; purified T. brucei MetRS, ATP depletion, Kinase-Glo luminescence; inhibition, % at 11.9 µM; 360,000 compounds, 0.4% hits;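 active means inhibition above a per-plate cutoff of the control wells' mean inhibition plus 3 SD, cut at about 5.5% in these data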;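 further: 0% = DMSO wells median and 100% = median of wells with control inhibitor compound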
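Measured by: Kinase-Glo luciferase luminescence reporting remaining unconsumed ATP. Material: purified T. brucei MetRS enzyme. Doses: 11.9 µM compound single dose, 0.9% DMSO. Medium: HEPES buffer containing pyrophosphatase, BSA, spermine, DTT. Times: 15 min preincubation, 2 h reaction, all 25 °C. Reagent: methionine, ATP and bulk E. coli tRNA.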
STEP inh: inhibitors of human striatal-enriched phosphatase STEP; P54829; recombinant STEP, OMFP fluorogenic substrate, fluorescence; inhibition, % at 20 µM; 360,000 compounds, 0.25% hits;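 active means inhibition at 20 µM, scaled per plate between control wells, above about 37%, limit read from the data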;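 further: 0% = DMSO with enzyme and substrate and 100% = substrate only without enzyme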
Target sequence (P54829 whole entry, looked up): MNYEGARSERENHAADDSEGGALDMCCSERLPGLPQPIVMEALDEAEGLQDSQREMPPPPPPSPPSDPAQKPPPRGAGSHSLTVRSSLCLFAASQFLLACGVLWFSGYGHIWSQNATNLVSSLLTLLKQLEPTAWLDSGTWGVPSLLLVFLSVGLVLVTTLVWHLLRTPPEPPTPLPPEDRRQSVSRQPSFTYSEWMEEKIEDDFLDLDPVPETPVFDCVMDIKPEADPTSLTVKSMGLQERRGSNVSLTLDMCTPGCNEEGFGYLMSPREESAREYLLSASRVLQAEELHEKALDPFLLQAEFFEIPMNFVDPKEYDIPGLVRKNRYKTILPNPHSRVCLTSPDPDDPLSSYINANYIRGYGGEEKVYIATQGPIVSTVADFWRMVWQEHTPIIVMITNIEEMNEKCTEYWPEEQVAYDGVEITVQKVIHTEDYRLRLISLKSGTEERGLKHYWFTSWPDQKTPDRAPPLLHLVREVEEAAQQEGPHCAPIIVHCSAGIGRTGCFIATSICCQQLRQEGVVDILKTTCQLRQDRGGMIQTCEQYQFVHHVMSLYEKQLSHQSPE
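Assay system: isolated STEP enzyme / Timing: 20 min at room temperature, dark / Doses: 20 µM, 1% DMSO / Technique: fluorescence intensity, excitation 480 nm, emission 540 nm / Reagent: fluorogenic phosphatase substrate OMFP at 25 µM final / Measure: percent inhibition scaled to no-enzyme and uninhibited-enzyme controls, plate-pattern corrected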
SUMO1-SIM PPI: SUMO1-SIM interaction modulation; SUMO1 binding to a labelled peptide, TR-FRET, 1 h; inhibition, % at 20 µM; 360,000 compounds, 0.33% hits; in the data active means inhibition above about 37%
Target sequence (P63165 whole entry, looked up): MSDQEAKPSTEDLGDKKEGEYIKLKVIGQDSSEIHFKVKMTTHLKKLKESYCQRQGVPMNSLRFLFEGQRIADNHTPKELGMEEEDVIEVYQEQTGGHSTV
* marks the source's active call; other numbers are inactive results; i = inactive; . = not tested or not shown; + = active, no number.

NRP1-CendR mod,DNMT1 block,Neddylation inh,SKN-1 inh,Scp-1 inhibitor,LMPTP block,NadD block,Tb MetRS inh,STEP inh,SUMO1-SIM PPI,Compound
16,4,i,11,-15,0.8,-5,0.2,2,1,O=C(OCC(=O)N1CCC(Cc2ccccc2)CC1)c1ccccc1O
-4,2,i,0,-5,0.9,1,-0.7,-1,-3,Cc1onc(-c2ccccc2Cl)c1C(=O)NCc1ccccc1
-9,3,+,3,-4,0.0,0,-0.1,0,2,CCOC(=O)N1CCN(C(=O)CSc2ccc3nnc(-c4ccccn4)n3n2)CC1
-8,-1,i,5,-10,-0.6,0,-0.9,-6,-5,Cc1cc(C)cc(N(CC(=O)N2CCC(C)CC2)S(=O)(=O)c2ccccc2)c1
6,-1,i,-5,-4,-0.4,9,-0.2,-2,3,CN(C)S(=O)(=O)c1ccc(C(=O)NNC(=O)C2COc3ccccc3O2)cc1 (stereo unspecified)
1,-10,i,3,-3,1.0,-1,-0.5,0,5,CCOc1ccc(-n2c(SCC(=O)NCc3ccco3)nc3ccccc3c2=O)cc1
-14,-13,i,8,-3,-0.6,4,-0.3,-1,-21,CCOC(=O)N1CCN(C(=O)Nc2ccc3oc(C)nc3c2)CC1
-4,-1,.,4,15,1.2,3,-0.9,3,0,CCCCNC(=O)CSc1nc2ccc(N3CCOCC3)cc2c(=O)n1Cc1ccc(OC)cc1
2,-1,i,26,8,-0.2,-9,-0.4,-1,-3,Cc1cc(C)c(NC(=O)CS(=O)CC(=O)N2CCN(c3cccc(C)c3C)CC2)c(C)c1 (stereo unspecified)
-9,-1,i,2,-9,-2.9,-2,0.2,-1,2,Cc1cccc2cc(C(c3nnnn3Cc3ccccc3)N3CCN(C)CC3)c(=O)[nH]c12 (stereo unspecified)
12,10,.,17,36,-3.1,0,0.3,2,-5,O=Nc1c(O)ccc2cc(S(=O)(=O)O)ccc12
1,3,i,-2,-7,-2.4,4,0.1,5,-1,NNC(=O)c1sc2cc(C(F)(F)F)cnc2c1-c1ccccn1
-8,-1,i,4,-1,-0.7,11,0.4,3,0,CC(=O)Nc1c(NC(C)(C)C)c2ccccc2oc1=O
16,1,i,15,30,-2.8,-3,0.3,-1,-1,C[N+](C)(C)CCNC(=O)c1c(O)c2c([nH]c1=O)CCCC2
4,-4,i,9,-3,-1.2,-1,-2.3,-2,2,CC(=O)N(CCc1ccccc1)Cc1cc2ccc(C)c(C)c2[nH]c1=O

A second format for three compounds above.
Each structure is followed by: NRP1-CendR mod	DNMT1 block	Neddylation inh	SKN-1 inh	Scp-1 inhibitor	LMPTP block	NadD block	Tb MetRS inh	STEP inh	SUMO1-SIM PPI
CC(=O)N(CCc1ccccc1)Cc1cc2ccc(C)c(C)c2[nH]c1=O
  4	-4	i	9	-3	-1.2	-1	-2.3	-2	2
NNC(=O)c1sc2cc(C(F)(F)F)cnc2c1-c1ccccn1
  1	3	i	-2	-7	-2.4	4	0.1	5	-1
CCOC(=O)N1CCN(C(=O)Nc2ccc3oc(C)nc3c2)CC1
  -14	-13	i	8	-3	-0.6	4	-0.3	-1	-21

Continuation.
NRP1-CendR mod,DNMT1 block,Neddylation inh,SKN-1 inh,Scp-1 inhibitor,LMPTP block,NadD block,Tb MetRS inh,STEP inh,SUMO1-SIM PPI,Compound
-3,-2,i,6,-7,-2.3,-2,-0.5,-2,2,C/C(CS(=O)(=O)c1ccc(Cl)c(Cl)c1)=N/NC(N)=S
9,-8,i,-5,-3,2.3,-1,-1.5,0,2,Cc1ccc(C)c(-c2csc(N/N=C/c3ccco3)n2)c1
-4,2,i,10,.,-0.2,-4,-0.3,3,0,Clc1ccc(Br)c(-c2nc3ccccc3[nH]2)c1
14,4,i,7,-7,0.4,0,0.2,0,1,CC1(C)Cc2ccccc2C(COc2ccccc2)=N1
-8,7,i,-10,-3,-0.2,-6,-2.4,-6,-6,COc1ccccc1NC(=O)c1ccc2c(c1)C(=O)N(c1ccccc1OC)C2=O
-5,-1,i,-1,-4,-0.4,-4,0.7,-1,-1,CC(NS(=O)(=O)c1ccc(Br)cc1)C(=O)NC1CCCCCC1 (stereo unspecified)
-253,106*,i,9,98*,14,19,0.0,90*,39*,O=C(O)c1ccc(-c2ccc(/C=c3/sc4nc5ccccc5n4c3=O)o2)cc1Cl
-10,6,i,-22,-6,0.0,0,-0.1,2,-1,OC(c1ccccc1)(c1ccccc1)c1ncc[nH]1
-1,-4,i,7,-5,1.2,-3,-0.3,9,-20,CCCCC/C=C/C1=CC(=O)C[C@H](c2ccc(OC)c(OC)c2)C1
9,-17,i,1,24,2.0,22,-0.6,-3,0,O=C(C[C@H]1C[C@H](C(=O)N2CCOCC2)[C@@]2(CCC3CCCC3)c3[nH]c4ccc(Cl)cc4c3CCN2C1=O)NCC12CC3CC(CC(C3)C1)C2
5,-11,i,2,2,3.9,17,-0.4,0,3,O=S(=O)(Nc1cccc(-c2ccc(N3CCOCC3)nn2)c1)c1ccc(Cl)c(Cl)c1
8,-2,i,-1,-16,-0.8,-9,0.1,0,-2,CCCc1cc(C(=O)Nc2ccc(CC)cc2)no1
0,-1,i,-8,-3,-0.2,-3,0.4,1,9,CCC(=O)Nc1ccc(OCc2nnc3c4ccccc4c(C)nn23)cc1
-2,0,i,21,-13,0.1,-11,-0.3,-1,-2,Cc1cc(C)c(C(=O)N(C)CC2CCCN(CCc3ccccc3F)C2)o1 (stereo unspecified)
3,-2,i,-15,-2,-2.5,0,-0.9,-2,0,Cc1ccnc(NC(=O)c2cccc(NS(=O)(=O)c3ccccc3C)c2)c1
9,3,i,5,-7,-1.4,-8,-1.2,1,2,O=C(NC1CCCCC1)C1CCCN(S(=O)(=O)c2ccc(Br)s2)C1 (stereo unspecified)
6,-1,i,-4,-5,-0.4,-2,-0.5,-3,0,COc1ccc(CNC(=O)c2nccnc2CO)cc1
-3,-3,i,3,4,-1.7,-7,-0.2,0,-4,CCOc1cc(NC(=S)NCc2ccco2)c(OCC)cc1NC(C)=O
9,-2,i,-4,-7,0.0,2,-1.2,-3,1,COc1ccc(NC(=O)C(=O)NCCO)cc1Cl
-6,3,i,-7,-1,-1.4,-2,0.3,-1,6,CCCOC(=O)CC1C(=O)NCCN1Cc1cc(OC)cc(OC)c1 (stereo unspecified)
-7,0,i,5,-5,0.0,-3,0.6,1,4,Cc1cc(OCC(=O)Nc2ccncc2)cc(C)c1Cl
-4,-6,i,-6,-2,0.0,27*,-0.8,2,-2,C=CCN1C(=O)C(O)(CC(=O)c2ccc(-n3cccc3)cc2)c2ccccc21 (stereo unspecified)
-2,3,i,6,-6,-0.7,-3,-0.6,1,0,Cc1cc(N(CCO)CCO)nc(-n2nc(C)cc2C)n1
10,0,i,-8,-1,0.4,-3,-0.5,-2,-2,O=C(NCCc1ccccc1)c1ccc(CS(=O)(=O)Cc2ccc(F)cc2)o1
-10,-15,i,14,.,2.6,3,-0.3,4,0,O=C(Nc1ccc2nc(N3CCOCC3)sc2c1)c1cc2ccccc2o1
12,-1,i,10,-10,1.6,0,-0.6,-3,7,CN(C)S(=O)(=O)c1ccc(C(=O)N2CC(=O)Nc3ccc(F)cc3C2c2ccc(F)cc2)cc1 (stereo unspecified)
-31,-4,i,10,-10,-2.5,-2,-0.1,-4,-8,Fc1ccccc1Nc1nc2ccccc2n2nnnc12
-17,51*,i,-11,-2,1.2,-12,3.5,0,-11,O=C(Cn1cc(COc2ccc(Br)cc2[N+](=O)[O-])nn1)c1ccc(O)cc1
-4,0,i,-6,-9,-2.5,-1,-0.5,-2,-1,CC1CN(C(=O)CCC(=O)NC2CCN(Cc3ccccc3)CC2)c2ccccc2O1 (stereo unspecified)
6,-1,i,-4,-10,-0.8,0,0.1,-3,3,CCOC(=O)c1cn(CC(=O)Nc2cccc(F)c2)nn1
-48,4,i,10,.,-2.1,1,-0.4,-3,-2,Nc1ccccc1CCc1ccccc1N
12,2,i,1,-3,-0.4,3,0.0,-2,-5,CC(Sc1nccn1C)C(=O)c1ccc(Br)cc1 (stereo unspecified)
9,2,i,23,-1,0.5,2,-0.2,0,6,CC(Oc1ccccc1F)C(=O)NNC(=O)CCNC(=O)c1ccco1 (stereo unspecified)
2,4,i,17,-2,1.8,-4,-0.2,-1,0,CC(C)Cn1cnc2c(SCc3ccccn3)nc(N)nc21
19,-2,i,11,-5,1.7,-3,-0.1,5,3,Cc1ccc(COc2ccccc2C(=S)N2CCCC2)cc1
-4,-5,i,2,-5,-0.5,-3,0.0,-2,1,COc1ccc(NS(=O)(=O)c2ccc(NC(C)=O)cc2)c(OC)c1
6,1,i,1,-6,-0.9,2,-0.3,6,1,CC(C)C(NC(=O)OCc1ccccc1)C(=O)N1CCOCCOCCOCC1 (stereo unspecified)
0,-4,i,10,.,-1.0,4,-0.1,1,-11,CC(=O)NC(CCc1ccc(Cl)c(Cl)c1)c1cccc(O)c(=O)c1 (stereo unspecified)
-32,-14,i,13,3,2.0,12,-0.3,1,-5,COc1cc(SC#N)ccc1N=Cc1c(C)[nH]n(-c2ccc(C)cc2C)c1=O
-13,-2,i,10,-8,-1.3,-2,-0.2,-2,2,O=C(Nc1ccccc1N1CCCC1)C1CCN(C(=O)c2ccc(F)cc2)CC1
-8,10,.,-5,3,19,-4,-0.1,4,-2,CCCCc1cc(=O)oc2cc(C)cc(OCC(=O)Nc3cccnc3)c12
-3,3,i,6,-7,-1.3,-5,-0.1,2,-2,Cc1cc(C)n2nc(CC(=O)NCc3ccccc3Cl)nc2n1
14,-1,i,18,-3,-8.7,6,-0.3,-1,-9,CCN(CC)S(=O)(=O)c1ccc(N2CCCC2)c(NC(=O)c2ccc(N3CCCC3=O)cc2)c1
-7,6,i,9,-1,-0.9,-2,0.9,0,-4,CCCCCNS(=O)(=O)c1cc(C)ccc1OC
6,8,i,4,-13,0.2,-3,0.2,0,1,O=C(Nc1cccc(Cl)c1)c1ccc(OC(=S)N2CCOCC2)cc1
-2,1,i,23,.,-1.0,-5,-0.1,0,4,Cn1cc(-c2csc(C(O)c3ccc(F)c(F)c3)n2)cn1 (stereo unspecified)
2,8,i,-10,-1,0.0,-9,-0.7,0,-2,COCCCn1c(SCC(=O)Nc2ccc(NC(C)=O)cc2)nc2sc3c(c2c1=O)CCC3
48*,105*,i,3,55*,65*,8,-0.3,57*,31,O=c1nc2c(O)cccn2c2c1c(=O)[nH]c1ccccc12
-3,2,i,13,-8,-1.0,-5,-0.5,-3,4,O=C(CCCc1nc(-c2ccc(Cl)cc2)no1)N1CCOCC1
